Screening results (PubChem BioAssay)
HTR5A ag: HTR5A agonism, opioid heterodimer counter-screen; P47898; HTR5A agonist assay, luminescence, cell-based; activation, % at 9.3 µM; hit rate 0.61% among 340,000; in the data active = activation mostly above about 9.5%, no sharp cut-off; inactive = mostly below about 7.6%;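 note: 0% = cells with vehicle only and 100% = reference agonist; strong numbers were not always called active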
Target sequence (P47898 whole entry, looked up): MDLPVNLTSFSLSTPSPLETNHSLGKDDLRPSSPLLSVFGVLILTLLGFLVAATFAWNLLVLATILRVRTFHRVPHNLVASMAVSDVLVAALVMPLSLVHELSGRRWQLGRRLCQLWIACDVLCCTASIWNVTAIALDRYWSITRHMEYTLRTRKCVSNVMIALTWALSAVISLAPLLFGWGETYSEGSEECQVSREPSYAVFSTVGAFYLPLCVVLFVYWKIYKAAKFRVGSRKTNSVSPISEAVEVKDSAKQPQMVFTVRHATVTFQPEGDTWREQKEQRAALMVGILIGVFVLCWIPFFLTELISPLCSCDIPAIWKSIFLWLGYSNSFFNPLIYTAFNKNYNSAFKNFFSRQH
V-ATPase pHluor: alters yeast V-ATPase proton transport. hit rate 0.37% among 350,000. S. cerevisiae, pHLuorin cytosolic pH fluorescence. response, % at 10 µM; in the data active = response mostly above about 7.3%, no sharp cut-off; inactive = mostly below about 5.4%; note: actives read high; inactives centre near 0; some compounds called inactive have numbers as strong as hits; reference of the scale not given here
DSG3 Ab inh: blocks pemphigus antibody binding to human desmoglein-3; P32926; DSG3-coupled beads, scFv-anti-DSG3-GFP binding, flow cytometry; active compounds read low; binding (percent of control), % at 10 µM; hit rate 0.48% among 310,000;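 active = binding more than 3 SD below its plate's average and above zero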;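 note: hits lower antibody fragment binding to DSG3; some compounds called inactive have numbers as strong as hits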
PKA-R2B act: activators of human PKA-R2B complex | P22694+P31323 | PKA-R2B holoenzyme dissociation, Cy5-IP20 fluorescence polarization; R2B truncated from residue 108, S112A mutant; 0% DMSO only, 100% 113 µM cGMP | activation, % at 11.4 µM | hit rate 0.079% among 340,000 | AID 504700;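 active = activation above a cutoff set at the mean over all compounds plus 3 SD, cut at about 18% in these data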;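 note: higher means more holoenzyme dissociation and a rise in polarization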
MOR-DOR ag: OPRM1-OPRD1 heterodimerization agonism; cells, luminescence; activation, % at 9.3 µM; hit rate 0.3% among 340,000; P35372+P41143; in the data active = activation above about 18%;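 note: 0% = vehicle-treated cells and 100% = reference agonist; values of inactives mirror those of a sister screen read the other way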
HTR5A inv ag: counter-screen for OPRM1-OPRD1 inverse agonists: human HTR5A inverse agonism; HTR5A cell line, luminescence; inhibition, % at 9.3 µM; hit rate 0.083% among 340,000; AID 504634; in the data active = inhibition mostly above about 23%, no sharp cut-off; inactive = mostly below about 18%;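 note: 0% = cells with DMSO and 100% = no-cell wells with DMSO; some compounds called inactive have numbers as strong as hits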
Arrestin-AP2 inh: blocks beta-arrestin peptide binding to AP2 adaptin; FITC-arrestin peptide / GST-AP2 beads, flow cytometry; AP2 beta2 appendage carries R879A mutation; inhibition, % at 10 µM; hit rate 0.31% among 340,000;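 active = inhibition above a set limit, near 3 SD of compounds lacking own fluorescence, cut at about 54% in these data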;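 note: plate controls were DMSO wells for no effect and 5 µM unlabelled arrestin peptide for full effect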
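system = GST-tagged AP2 beta2-adaptin appendage (R879A) on 4 µm glutathione beads | reagent = FITC-labelled arrestin peptide probe, 50 nM final | schedule = compound with beads 12 min RT, then probe 1 h RT | signal = HyperCyt-sampled flow cytometry, FL1 channel, ex 488/em 535 nm | read-out = percent response from loss of bead-bound FITC fluorescence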
OPRM1-OPRD1 inv: inverse agonists of human mu-delta opioid receptor heterodimerization; P35372+P41143; cell-based MOR-DOR heterodimer luminescence, inverse agonism; inhibition, % at 9.3 µM; hit rate 0.21% among 340,000; in the data active = inhibition above about 22%, passing the limit was not always enough;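 note: 0% = cells with DMSO and 100% = wells without cells with DMSO; values of inactives mirror those of a sister screen read the other way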
DAGLB inh: diacylglycerol lipase beta (human) inhibition | Q8NCG7 | HEK293T DAGLB membrane lysate, EnzChek fluorogenic substrate | inhibition, % at 5.17 µM | hit rate 0.059% among 340,000 | AID 504411; in the data active = inhibition above about 34%;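 note: 0% = enzyme with vehicle and 100% = wells lacking enzyme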
Target sequence (Q8NCG7 whole entry, looked up): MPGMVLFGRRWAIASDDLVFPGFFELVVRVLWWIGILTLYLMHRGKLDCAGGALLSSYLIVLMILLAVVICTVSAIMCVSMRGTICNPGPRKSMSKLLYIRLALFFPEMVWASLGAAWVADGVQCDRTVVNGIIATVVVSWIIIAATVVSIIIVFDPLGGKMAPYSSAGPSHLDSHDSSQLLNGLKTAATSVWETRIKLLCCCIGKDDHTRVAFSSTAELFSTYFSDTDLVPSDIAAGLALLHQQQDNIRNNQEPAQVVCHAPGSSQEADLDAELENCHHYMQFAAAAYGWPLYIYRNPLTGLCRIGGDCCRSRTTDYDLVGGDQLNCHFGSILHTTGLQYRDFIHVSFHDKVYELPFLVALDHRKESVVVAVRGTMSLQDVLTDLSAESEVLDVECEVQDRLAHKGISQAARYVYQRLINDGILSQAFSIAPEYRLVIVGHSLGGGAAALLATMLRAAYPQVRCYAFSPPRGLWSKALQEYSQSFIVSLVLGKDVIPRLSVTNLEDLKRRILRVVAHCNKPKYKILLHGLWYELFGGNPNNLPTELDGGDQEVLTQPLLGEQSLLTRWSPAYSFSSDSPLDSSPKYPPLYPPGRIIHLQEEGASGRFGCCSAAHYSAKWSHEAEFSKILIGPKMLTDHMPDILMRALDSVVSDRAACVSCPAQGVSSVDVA
PKA-R1A activ: PKA-R1A complex activation. activation, % at 11.4 µM. hit rate 0.083% among 340,000. P00514+P68181. PKA-R1A dissociation, Cy5-IP20 fluorescence polarization; scaled: DMSO 0%, 113 µM cGMP 100%;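 active = percent activation above the mean of all tested compounds plus 3 SD, cut at about 19% in these data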;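 note: higher means more PKAc released from R1A so a rise in polarization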
An asterisk follows results filed as active; . = no result given.

Compound,HTR5A ag,V-ATPase pHluor,DSG3 Ab inh,PKA-R2B act,MOR-DOR ag,HTR5A inv ag,Arrestin-AP2 inh,OPRM1-OPRD1 inv,DAGLB inh,PKA-R1A activ
O=C(Nc1ccncc1)c1ccc2ncsc2c1,-2,2,109,-14,-2.0,4,1,11,-2,-2
O=C(NCCc1ccccc1)C(NS(=O)(=O)c1cccc2nsnc12)c1ccccc1 (stereo not drawn),1,-4,100,-5,-0.8,-4,-1,5,-1,-2
Cc1cc(Cl)ccc1NC(=S)NCc1ccccc1Cl,-4,-4,106,-7,-0.5,28,20,2,-4,-3
O=C(Nc1ccc(N2CCN(C(=O)c3cccs3)CC2)cc1)c1cccc(F)c1,4,10,115,4,1.7,-13,9,-14,1,-3
CC1CN(C2CCCCC2)c2nc3c(c(=O)[nH]c(=O)n3C)n2C1 (stereo not drawn),1,1,102,2,-1.7,-5,16,8,-2,-15
CN(CC(=O)Nc1ccc(F)c(F)c1F)C(=O)Cc1ccc2c(c1)OCCO2,-1,1,112,-3,-0.6,3,-12,3,1,0
CC(C)CC(=O)N=Nc1c(O)[nH]c2ccccc12,1,-9,99,4,-4.6,-2,.,24,-2,1
CCOc1ccc(N=CC2=C(O)CC(c3ccco3)CC2=O)cc1 (stereo not drawn),-2,-2,98,-6,-2.1,0,1,11,1,-6
N#CCCNC(=O)CCN1CCCCC1,-3,0,103,10,-3.5,6,24,18,0,-10
CC(=O)c1ccc(N2CCN(C(=O)C(=O)c3cn(CC(=O)N4CCOCC4)c4ccccc34)CC2)cc1,.,0,109,-12,.,.,.,.,-1,-4
COc1ccc(NC(=O)NNC(=O)c2ccc(Cl)cc2Cl)cc1OC,0,-3,.,4,-1.4,12,-3,7,0,4
COCCNC(=S)NNc1ccc(Cl)c(C(=O)O)c1,10,3,99,-10,1.0,-30,-18,-5,-2,0
CCn1c(SCC(=O)Nc2ccc(C)cc2)nnc1-c1cnccn1,1,2,92,2,-0.8,-1,14,4,-5,3
COc1ccccc1NC(=O)Nc1ccccc1C(N)=O,2,0,117,11,-1.6,4,-2,11,2,-3
CCOC(=O)COc1ccc2c(=O)c(-c3ccc(OC)c(OC)c3)c(C(=O)OCC)oc2c1,5,-1,99,-9,-2.7,-14,7,15,-2,0
Cc1noc(C)c1COc1cccc(C(=O)NCc2cccc(Cl)c2)c1,0,-1,99,-17,-2.1,-4,7,12,-1,-10
Fc1ccc(CSc2ncnc3c2oc2ccccc23)cc1,4,0,69*,1,0.2,-26,8,-1,-11,-11
Cc1ccc(/C=N/NC(=O)CN(Cc2ccccc2)S(=O)(=O)c2ccc3c(c2)OCCO3)cc1,8,-4,116,-4,4.5,6,8,-24,1,-5
CCOC(=O)c1c(NC(NC(C)=O)C(Cl)(Cl)Cl)sc2c1CCCC2 (stereo not drawn),-1,1,103,-5,7.0,1,13,-37,-1,-3
NC(=O)N/N=C/C=C/c1ccccc1,-3,0,101,-4,-1.3,7,-9,7,0,0
C=CCN(c1ccccc1OC)S(=O)(=O)c1cccc(C(=O)OCC(=O)c2c(N)n(C)c(=O)n(C)c2=O)c1,-2,2,110,-11,-0.2,5,11,1,2,2
O=C(COC(=O)/C=C/c1cccc(F)c1)Nc1ccc(Cl)cn1,3,-5,101,-4,1.2,-8,2,-6,-6,-6
COCCCN(CC(=O)Nc1ccc(N2CCOCC2)cc1)S(=O)(=O)c1ccc(Cl)cc1,-5,-3,.,-1,-3.2,13,0,15,0,2
O=C(NCC1COc2ccccc2O1)c1ccco1 (stereo not drawn),-2,-5,105,-4,-0.2,1,7,1,-1,0
CC(=O)Nc1ccc(C(=O)OCC(=O)c2cccc([N+](=O)[O-])c2)cc1,-2,2,102,-2,-2.8,8,3,14,1,-3
Cc1cc(C)c(C#N)c(SCc2ccc(C(=O)O)cc2)n1,0,2,95,10,-3.5,6,-9,17,3,-8
CCOc1cc(C2NC(=O)N(C)C(C)=C2C(=O)OC)cc(Br)c1O (stereo not drawn),0,-4,.,-5,-1.4,-8,11,8,-1,18
Cc1cccc(NC(=S)N2CCC(C(N)=O)(N3CCCCC3)CC2)c1C,0,-4,100,6,-1.5,4,14,8,-4,6
O=C(C1CC(c2ccc(F)cc2)=NO1)N1CCCCC1 (stereo not drawn),1,-3,100,7,-0.6,6,4,3,-2,5
Cc1nc2c(C(=O)Nc3ccc(N4CCCC(O)C4)cc3)snc2c(=O)[nH]1 (stereo not drawn),0,-1,80,0,-1.8,17,23,9,5,-6
COc1cc2ccccc2cc1C(=O)N1CCN(c2ccccc2O)CC1,8,-1,102,-13,4.2,-19,0,-18,0,-7
CCCCNc1ncnc2c1nnn2Cc1ccccc1Cl,0,5,91,8,2.5,0,4,-12,0,-1
CN(CCOCCOc1ccc(F)cc1)Cc1ccccc1,0,1,101,5,-1.8,0,6,8,-5,0
O=C(CN1CCSC1=NCc1ccccc1)c1ccc(Cl)c(Cl)c1,3,3,113,8,2.4,-20,1,-12,-6,5
O=C(O)CSc1nnc(COc2cccc3ccccc23)n1Cc1ccccc1,0,-1,97,-5,-1.3,11,29,6,0,5
Cc1ccc(C(=O)CC(C(=O)O)P(=O)(c2ccccc2)c2ccccc2)cc1 (stereo not drawn),3,1,105,-6,-4.5,-7,-5,23,-1,1
CCN(CC)CC(C)(C)NS(=O)(=O)c1ccc(Cl)cc1,-2,-2,106,-8,1.3,-9,34,-7,0,10
N#Cc1ccc(CSc2nnc(-c3cnccn3)o2)cc1,0,3,92,-7,-2.4,20,7,13,-1,-4
Cc1[nH]c2ccccc2c1C(=O)COC(=O)C1CCC(=O)N1 (stereo not drawn),-4,1,85,12,-0.6,3,14,3,-2,-6
CCC(=O)OC1CC(C)N(C(=O)c2ccccc2)c2ccc(C)cc21 (stereo not drawn),-5,8,86,-7,-2.1,3,-19,12,-4,-8
O=C1CC(c2cccc(F)c2)c2c(c3ccccc3[nH]c2=O)O1 (stereo not drawn),4,-2,107,-20,-0.8,-12,11,4,0,-3
CC(=O)Nc1ccc(-n2nnnc2SCC(=O)Nc2cccc(NC(=O)c3ccco3)c2)cc1,0,3,65,-2,2.1,1,3,-11,-2,-14
Cc1nc(NC(=O)CSc2nnc(N)s2)c(Cl)cc1Cl,-1,-1,104,2,-3.1,3,17,16,3,-8
CNC(=O)c1cn(-c2ccccc2)c(=O)c2ccccc12,1,1,.,-4,-2.3,-4,-2,12,-1,-5
CCN(CC)C(=O)C[n+]1cccc(/C=N/O)c1,-1,0,88,10,-2.3,16,17,11,-1,-11
Cc1ccc(C(=O)c2cc([N+](=O)[O-])ccc2N2CCOCC2)cc1C,4,-1,94,-3,-0.3,0,-7,2,0,-9
COc1ccc(OCC(=O)NCCc2c[nH]c3ccccc23)cc1,4,0,100,-4,-1.4,-10,9,8,-5,0
O=C(N/N=C/c1cc([N+](=O)[O-])ccc1Cl)c1cc(-c2ccccc2)nc2ccccc12,16*,4,88,-2,-0.2,-11,-4,1,0,-2

Limited to PKA-R1A activ, for two of the compounds above:
smiles	PKA-R1A activ
CCC(=O)OC1CC(C)N(C(=O)c2ccccc2)c2ccc(C)cc21 (stereo not drawn)	-8
O=C1CC(c2cccc(F)c2)c2c(c3ccccc3[nH]c2=O)O1 (stereo not drawn)	-3

Further records.
Compound,HTR5A ag,V-ATPase pHluor,DSG3 Ab inh,PKA-R2B act,MOR-DOR ag,HTR5A inv ag,Arrestin-AP2 inh,OPRM1-OPRD1 inv,DAGLB inh,PKA-R1A activ
CCCc1cc(C(=O)Nc2cc(C)on2)no1,5,-3,110,-5,-1.3,-11,8,7,1,1
Cc1nn2c(c1-c1ccccc1)N=C(c1ccco1)CC2c1ccccc1 (stereo not drawn),6,1,.,-11,1.6,-15,23,-10,7,6
CC1(C)C/C(=N\O)c2cc3c(nc2C1)CCCC3,-1,-1,101,-3,-2.2,4,6,11,1,-5
O=C1NC(=O)C(CC(=O)N(Cc2ccco2)C2(C(=O)NC3CCCCC3)CCCCC2)N1 (stereo not drawn),5,-2,100,-1,-0.6,-3,-3,3,-3,3
Cc1ccc(CN(CC(=O)NC(C)(C)C)C(=O)CNC(=O)c2cccs2)cc1,1,0,102,-2,-0.7,-2,9,4,-2,-8
COC(=O)c1ccc(OCC(O)CN2CCN(C(=O)c3ccco3)CC2)cc1 (stereo not drawn),-4,3,95,-4,-1.3,14,-4,7,-1,4
O=C(NC1CCCCCCC1)c1ccco1,5,2,101,1,-1.9,3,5,10,-1,-4
CCOc1ccc(S(=O)(=O)N2CCCCC2)cc1NC(=O)CN1C(=O)NC(CC)(c2ccccc2)C1=O (stereo not drawn),-1,2,100,-2,-1.9,-15,-2,10,2,1
CCN(CC(=O)NCc1cccs1)C(=O)/C=C/c1cc(Br)ccc1OC(F)F,1,1,102,0,-3.1,-12,5,12,-7,-14
O=C(c1ccc(Br)cc1)N1CCCc2ccccc21,4,0,115,5,-1.0,-14,-9,5,-11,11
CC(CCc1ccccc1)NC(=O)c1ccc(NC(=O)c2ccc(Cl)cc2Cl)cc1 (stereo not drawn),0,-2,86,2,1.8,12,-1,-12,3,-3
Cc1cccc(C(=O)Nc2ccc3c(c2)nc(C)n3C)c1,-1,0,90,4,-3.0,5,2,14,1,-14
c1ccc2c(c1)c1ccccc1n2CN1CCOCC1,1,0,97,-13,-2.1,-3,83*,12,-1,-15
Cc1ccc(Cl)cc1N(C)C(=O)Cn1ncc2c([nH]c3ccccc32)c1=O,2,-5,89,-2,5.5,-10,24,-28,2,10
CCN(CC)c1ccc(CC(=O)NC(C)Cc2ccccc2)cc1 (stereo not drawn),-4,11,104,-10,1.2,10,23,-7,-1,13
O=C(Nc1cccc(Cl)c1N1CCCC1)c1cccc(-c2cc3ccccc3oc2=O)c1,1,1,90,9,-2.5,-20,3,14,-8,-6
Cc1cccc(-c2nc(CN3CCCC(C(=O)NC4CCCCC4)C3)c(C)o2)c1 (stereo not drawn),1,0,.,-5,0.2,-2,-4,-1,-2,4
COc1ccc(/C(=N\Nc2ccccc2C(=O)O)c2ccccc2)cc1,2,-2,111,4,-1.0,2,2,7,5,4
COc1cc(Cl)ccc1OCc1cc(C(=O)NC2CCc3ccccc32)no1 (stereo not drawn),-2,4,102,10,-1.0,4,22,5,1,-11
CCOc1ccccc1CNC(=O)CNC(=O)c1cccs1,1,1,.,-1,-0.1,-5,-14,0,0,-1
COc1ccc(NCc2n[nH]nc2-c2ccccc2)cc1Cl,3,0,106,-5,3.7,2,3,-20,3,-15
CCN(Cc1ccccc1)C(=O)c1[nH]c2ccc(OC)cc2c1C,-2,1,105,-8,-1.9,9,15,8,-2,1
